Screening data as filed in PubChem BioAssay.
CASP6 VEID inh: human caspase-6 inhibitors, primary screen, biochemical, VEID-R110 fluorescence, single point, set 2 | P55212 | 350,000 tested, 0.53% active | inhibition, % at 12.5 µM | purified caspase-6, Z-VEID-R110 cleavage fluorescence;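 active means mean inhibition across replicates at least about 35%, with every replicate also reaching that limit, limit read from the data; inconclusive means only one of the two criteria met; inactive means neither criterion met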;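 further: 0% = median of neutral control wells and 100% = no fluorescence left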
ERAP1 HTS inh: human ERAP1 aminopeptidase inhibitors, primary screen, biochemical, single point, plate reader. Endoplasmic reticulum aminopeptidase 1 (Homo sapiens), Q9NZ08. inhibition, % at 10.7 µM. 340,000 tested, 0.15% active. recombinant ERAP1, Leu-AMC fluorescence, 60 min;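 active means mean replicate inhibition of at least 30%, or all replicates individually reaching that 30% level; inactive means mean below 30% and not every replicate reaching it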;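 further: 0% = neutral control wells and 100% = L-leucinethiol positive control wells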
Target sequence (Q9NZ08 whole entry, looked up): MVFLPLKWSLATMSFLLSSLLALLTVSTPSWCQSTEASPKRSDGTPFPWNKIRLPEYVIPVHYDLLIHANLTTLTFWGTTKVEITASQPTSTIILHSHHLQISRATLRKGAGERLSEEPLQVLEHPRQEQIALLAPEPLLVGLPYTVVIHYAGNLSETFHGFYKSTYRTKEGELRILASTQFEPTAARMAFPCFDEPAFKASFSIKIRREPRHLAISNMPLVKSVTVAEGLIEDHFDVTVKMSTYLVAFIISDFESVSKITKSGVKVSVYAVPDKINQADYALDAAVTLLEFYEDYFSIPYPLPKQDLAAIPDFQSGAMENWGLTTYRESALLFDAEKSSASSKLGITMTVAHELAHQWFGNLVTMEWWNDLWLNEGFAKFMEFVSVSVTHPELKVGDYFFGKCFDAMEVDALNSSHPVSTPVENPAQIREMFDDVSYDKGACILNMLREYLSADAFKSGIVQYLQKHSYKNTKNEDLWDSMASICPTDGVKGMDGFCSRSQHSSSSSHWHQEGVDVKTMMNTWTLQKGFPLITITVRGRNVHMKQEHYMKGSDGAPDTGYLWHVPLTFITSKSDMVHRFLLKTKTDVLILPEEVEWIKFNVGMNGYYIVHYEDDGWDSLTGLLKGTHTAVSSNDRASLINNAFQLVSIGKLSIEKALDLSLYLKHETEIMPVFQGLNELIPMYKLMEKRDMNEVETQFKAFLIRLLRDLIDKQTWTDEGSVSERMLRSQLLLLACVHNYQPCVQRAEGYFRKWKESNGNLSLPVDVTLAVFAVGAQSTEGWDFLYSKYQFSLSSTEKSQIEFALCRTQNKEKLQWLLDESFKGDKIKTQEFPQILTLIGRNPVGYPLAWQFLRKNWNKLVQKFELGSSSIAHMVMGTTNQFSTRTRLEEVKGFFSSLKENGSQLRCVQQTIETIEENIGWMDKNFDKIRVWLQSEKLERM
CFTR F508del cor: F508del CFTR correction, initial screen, CFBE line, single point | 350,000 tested, 0.36% active | CFBE cells, YFP halide quenching; stimulated with forskolin plus potentiator P3; % fluorescence drop versus neutral controls | activity (quench increase), % at 7.58 µM;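 active means mean added fluorescence quench of at least 8% versus neutral control, with both replicates also reaching 8%; inconclusive means only one of the mean or replicate conditions met; inactive means mean below 8% and not both replicates reaching 8%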;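 further: cells transiently co-express mutant CFTR-F508del with the halide-sensitive YFP; corrector assay measuring rescue of mutant channel to the surface after 24 h compound exposure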
DENV2 CPE rescue: inhibitors of DENV2 cytopathic effect, primary screen, cell-based, plate reader, single concentration. DENV2-infected cells, cytopathic effect rescue. 350,000 tested, 1.7% active. CPE inhibition, % at 9.99 µM; in the data active means CPE inhibition above about 20%, passing the limit was not always enough; inconclusive means no clear call, values can overlap the other calls; tested in BHK-21 cells;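 further: 0% = median of neutral control wells and 100% = median of positive control wells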
ERp5 inh: inhibitors of ERp5-driven insulin aggregation, primary screen, biochemical, turbidity, absorbance 650 nm, single point; Protein disulfide-isomerase A6 (Homo sapiens), Q15084; 90 min; inhibition, % at 9.99 µM; 350,000 tested, 0.05% active; AID 651711, 2012;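 active means mean replicate inhibition above about 25%, with every replicate also reaching it, limit read from the data, passing the limit was not always enough; inconclusive means only one of those two criteria met; inactive means neither criterion met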
miR-122 sensor: miR-122 Renilla sensor signal increase in Huh7, primary screen, miR-122 inhibitor project, cell-based, single point, plate reader | Huh7 miR-122 Renilla luciferase sensor, 48 h; neutral wells = 0, positive control = 100 | activation (reporter increase), % at 12.5 µM | 340,000 tested, 0.3% active | AID 602342, 2012;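 active means mean replicate activation score at least 90 and every replicate individually at or above 90; inconclusive means only one of the two criteria met; inactive means neither criterion met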;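 further: higher luciferase means less miR-122 activity so hits act as miR-122 inhibitors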
SIRT5 inh: SIRT5 desuccinylase inhibitors, primary screen, biochemical, fluorescence imaging, single point, set 5; 330,000 tested, 1.1% active; NAD-dependent protein deacylase sirtuin-5, mitochondrial (Homo sapiens), Q9NXA8; AID 652115, 2013; Purified SirT5, succinyl-peptide AMC, trypsin-coupled fluorescence; inhibition, % at 15 µM; in the data active means inhibition above about 15%; inconclusive means no clear call, values can overlap the other calls
The depositor's hits bear a star; ? = inconclusive; · = no result given; [ ] = remark or other dose. No enrichment for hits; 4% or so of the library scored in one or more.

item	structure	miR-122 sensor	ERp5 inh	CASP6 VEID inh	ERAP1 HTS inh	SIRT5 inh	CFTR F508del cor	DENV2 CPE rescue
1	Cc1cc(C(=O)Nc2cccc3c2O[C@H](CN(C)S(=O)(=O)c2cccs2)[C@H](C)CN([C@H](C)CO)C3=O)n(C)n1	-4[16.7 µM]	-1	1	-3	1	2.5	3
2	CCOc1ccc(NC(=O)CN2CCN(c3ccccc3C)CC2)cc1S(=O)(=O)N1CCCC1	0	5	1	1	-3	1.9	14
3	COc1ccccc1S(=O)(=O)N[C@H]1CC[C@H](CCNC(=O)C2CC2)O[C@H]1CO	·	-11	-1	0	-7	1.4	?
4	COc1ccc2cc3cc(C(=O)NCCN4CCc5ccccc5C4)sc3nc2c1	·	-5	-4	1	-1	1.3	-1
5	CCOC(=O)C1CCCN(C(=O)c2ccc(N(C)C)cc2)CC1 (configuration not stated)	-3	-3	-2	-2	·	4.0	4
6	COc1cc(/C=N\NC(=O)c2ccc(Cl)cc2)ccc1Oc1ccc([N+](=O)[O-])cn1	·	0	-1	3	-1	2.4	?
7	COc1ccc(OC)c(/C=C/C(=O)Nc2ccc(OC)nc2)c1	·	-2	-2	4	-1	0.3	·
8	COc1cccc2c(=O)cc(C)n(CC(=O)Nc3cccc(C)c3)c12	-5	0	6	-9	-4	3.3	-1
9	COCCNC(=O)C1CCCN(C(=O)c2ccc(F)c(C)c2)CC1 (configuration not stated)	-2	5	1	-1	·	2.3	7
10	CCOC(=O)CNC(=S)N1CCn2c(nc3ccccc32)C1	·	1	2	-1	0	0.2	-3
11	COC1CCN(C(=O)c2ccc(OC3CCN(Cc4ccccn4)CC3)cc2)CC1	·	-2	1	15	3	-0.4	-2
12	COCCN1CCCc2nc(-c3ccc(Br)cc3)ccc21	·	1	-2	-4	·	2.7	?
13	CC(C)(C)NC(=O)NC(=O)COC(=O)c1nc(-c2ccccc2)n(-c2cccc(C(F)(F)F)c2)n1	·	1	1	3	-5	·	-7
14	CC(=O)N1CCSc2ccc(S(=O)(=O)NCCc3ccc(C)cc3)cc21	86	-6	-1	-3	-1	0.2	2
15	CCOC(=O)[C@]12CCC=C1N(Cc1cccc3ccccc13)C(=O)[C@H](CC(=O)N1CCN(C(=O)c3ccco3)CC1)C2	·	1	-2	·	·	-2.0	-11
16	O=C(c1ccccc1F)N1CC[C@@H]2[C@H](CO)Nc3ccc(C#Cc4ccccc4F)cc3[C@@H]21	-3[16.7 µM]	2	-1	0	3	-0.5	62*
17	C[C@H]1CCCCO[C@H](CN(C)S(=O)(=O)c2ccc(Cl)cc2)[C@@H](C)CN([C@@H](C)CO)C(=O)c2cc(NS(C)(=O)=O)ccc2O1	1[16.7 µM]	-2	0	1	-4	1.1	17
18	CC(=O)Nc1ccccc1C(=O)C(=O)Nc1ccc(C(=O)N2CCOCC2)cc1	·	3	-5	-3	2	·	3
19	CCC(=O)N1CCc2cc(Br)cc(S(=O)(=O)N(C)c3ccc(OC)cc3OC)c21	17	-4	-4	-3	5	3.1	0
20	O=C(c1nc2ccccn2c1CN1CCCC(c2nc3ccccc3o2)C1)N1CCCC1 (configuration not stated)	·	-7	51*	0	-5	-2.3	5

Continued.
item	structure	miR-122 sensor	ERp5 inh	CASP6 VEID inh	ERAP1 HTS inh	SIRT5 inh	CFTR F508del cor	DENV2 CPE rescue
21	Cc1ccnc(NCc2c(O)ccc3ccccc23)c1	0	-3	0	0	1	0.8	-1
22	C[C@@H]1CN([C@@H](C)CO)C(=O)c2cc(NC(=O)NC3CCCCC3)ccc2O[C@H]1CN(C)Cc1ccccc1	0[16.7 µM]	-5	-2	-1	5	0.9	-7
23	C[C@H](CO)N1C[C@H](C)[C@H](CN(C)S(=O)(=O)c2cn(C)cn2)Oc2ccc(NS(=O)(=O)c3ccc(F)cc3)cc2C1=O	-3[16.7 µM]	0	-2	3	-3	-0.3	18
24	Cc1ncc(/C=C2\C(=O)Nc3ccccc32)[nH]1	·	1	0	3	0	-0.4	1
25	C=CCN(c1ccc(F)cc1)S(=O)(=O)c1cc(C(=O)OCC(=O)N(C)C2CCS(=O)(=O)C2)ccc1Cl (configuration not stated)	-5	3	-2	1	-7	-1.1	1
26	C=CS(=O)(=O)N(Cc1ccccc1Br)[C@H](CO)CC(C)C	·	1	6	-3	2	-3.7	-6
27	Cn1c(SCC(=O)c2ccc(O)c(O)c2)nnc1-c1ccccc1	-16	1	13	-2	-1	-1.4	-1
28	COCC(=O)Nc1ccc2c(c1)[C@H]1C[C@H](CC(=O)NC3CCCCC3)O[C@H](CO)[C@H]1O2	-7[16.7 µM]	-2	1	-2	-1	0.9	-8
29	O=C(NCc1ccccc1F)C1CCC(=O)N(Cc2ccc(Cl)cc2)C1 (configuration not stated)	-3	-1	-2	-7	0	-0.6	1
30	CCOc1cc2c(cc1OCC)C(c1ccccc1)N(c1ccc(C(=O)O)cc1)C(=O)C2 (configuration not stated)	3	4	5	0	3	-2.0	0
31	O=C1NC2(CCCCC2)OC12CCCCC2	·	-6	1	0	0	-1.7	2
32	Cc1ccc(-n2nc3c(c2NC(=O)c2cc4ccccc4o2)CS(=O)(=O)C3)cc1	11	-2	3	3	-6	-0.2	2
33	COc1ccc(CNC(=S)N2CCN(Cc3ccccc3)CC2)cc1	14	2	-1	-1	-1	-1.4	4
34	COCC(=O)N[C@@H]1CC[C@H](CC(=O)NCc2ccccc2OC)O[C@@H]1CO	·	8	-2	4	16*	-1.3	9
35	COc1ccc(C#Cc2ccc3c(c2)[C@H]2[C@H](CCN2C(=O)CC2CC2)[C@H](CO)N3)cc1	22[16.7 µM]	5	-3	-1	2	0.1	16
36	N#Cc1cnc(SCC(=O)N2CCCCC2)nc1N	11	-5	1	-2	-2	-0.8	?
37	Cc1ccc(F)cc1CNC(=O)c1cc(COc2ccc3ncccc3c2)on1	-5	-1	·	-4	-3	0.4	-3
38	C[C@H]1CN([C@@H](C)CO)C(=O)c2cccc(N(C)C)c2O[C@@H]1CN(C)S(=O)(=O)c1ccccc1	11[16.7 µM]	2	1	0	-2	-1.7	-4
39	COc1ccccc1-c1ccc2c(c1)[C@H]1[C@H](CCN1C(=O)C1CCCCC1)[C@@H](CO)N2	-5[16.7 µM]	-1	2	2	-4	3.0	3
40	Cc1ccc(OCC(=O)NCc2n[nH]c(=O)c3ccccc23)cc1	5	-1	-3	-2	0	0.7	7

Continued.
item	structure	miR-122 sensor	ERp5 inh	CASP6 VEID inh	ERAP1 HTS inh	SIRT5 inh	CFTR F508del cor	DENV2 CPE rescue
41	NC(=S)N/N=C1/CCSc2ccc3ccccc3c21	-11	-2	1	-1	0	4.0	-7
42	COc1ccc(CNCC(O)(c2ccc(F)cc2)c2ccc(F)cc2)cc1OC	-9	2	2	3	-2	-1.5	4
43	O=C(Nc1cccc(-n2cnnn2)c1)c1cnccc1Cl	·	-5	-1	-2	0	0.6	0
44	CSc1ncc(-c2ccc(Cl)cc2)[nH]1	0	5	0	·	0	-0.6	6
45	CC(=O)c1cccc(N(CC(=O)NC2CCCC2)C(=O)c2csnn2)c1	·	0	5	1	-5	-0.1	-7
46	CSc1nnc(C2CCCN(CC(=O)Nc3ccccc3N3CCOCC3)C2)n1C(C)C (configuration not stated)	-4	3	-8	-2	-1	0.9	-3
47	COc1ccc(CCN(C)C(=S)Nc2ccc(SC(F)F)cc2)cc1OC	57	-1	0	2	-3	-0.5	-3
48	CCn1cc(S(=O)(=O)NC2CCCCC2)cn1	18	5	-5	-4	-5	0.5	-4
49	C[C@H]1CN([C@@H](C)CO)C(=O)c2c(c3ccccc3n2C)-c2ccccc2CO[C@H]1CN(C)Cc1cccnc1	·	2	-2	-2	5	-0.5	12
50	C[C@@H]1CN([C@H](C)CO)C(=O)c2cc(-c3cncnc3)cnc2O[C@@H]1CN(C)Cc1ccncc1	-4[16.7 µM]	-2	0	-2	-2	1.5	5
51	C[C@H]1CN([C@@H](C)CO)C(=O)Cc2cc(NC(=O)Nc3ccc(C(F)(F)F)cc3)ccc2O[C@@H]1CN(C)C(=O)Nc1ccccc1	9[16.7 µM]	8	-3	0	11	3.6	1
52	COC(=O)C1CCN(Cc2cn(Cc3ccccc3)nc2-c2cc3ccccc3o2)CC1	·	5	-2	-3	2	-0.1	0
53	CCOc1ccccc1NC(=O)CN1CCC(C(=O)c2ccc(OC)cc2)CC1	-4	-1	-1	-6	-2	-1.7	-3
54	COc1cc(/C=C/C(=O)OCc2c(C)noc2C)ccc1OC(F)F	6	-3	-5	0	-3	3.5	3
55	CC(C)NC(=O)Nc1ccc2c(c1)C(=O)N([C@@H](C)CO)C[C@H](C)[C@@H](CN(C)Cc1ccccc1)OCCCC[C@H](C)O2	7[16.7 µM]	0	0	5	-5	-0.8	11
56	CSc1nc(O)c(C(c2ccc(F)cc2)c2c(O)nc(SC)[nH]c2=O)c(=O)[nH]1	-4	4	0	·	-3	-0.4	-5
57	c1ccc(OCc2nnc3sc(C4COc5ccccc5O4)nn23)cc1 (configuration not stated)	-2	9	-2	-2	·	1.3	-5
58	C[C@H](CO)N1C[C@H](C)[C@H](CN(C)Cc2ccncc2)OCCCC[C@H](C)Oc2ccc(NC(=O)CCC(F)(F)F)cc2C1=O	3[16.7 µM]	4	-3	0	1	-1.0	0
59	COCC(=O)Nc1ccc2c(c1)C(=O)N(C)[C@H]1CC[C@H](CC(=O)NCCc3ccccc3)O[C@@H]1CO2	-4[16.7 µM]	4	0	5	0	0.6	6
60	O=C(Cc1ccncc1)Nc1ccc2c(c1)[C@@H]1C[C@@H](CC(=O)N3CCc4ccccc4C3)O[C@H](CO)[C@@H]1O2	-3[16.7 µM]	3	-1	0	-4	4.4	-5

At a glance, nine of the compounds above.
item	structure	miR-122 sensor	ERp5 inh	CASP6 VEID inh	ERAP1 HTS inh	SIRT5 inh	CFTR F508del cor	DENV2 CPE rescue
1	Cc1cc(C(=O)Nc2cccc3c2O[C@H](CN(C)S(=O)(=O)c2cccs2)[C@H](C)CN([C@H](C)CO)C3=O)n(C)n1	-4[16.7 µM]	-1	1	-3	1	2.5	3
2	CCOc1ccc(NC(=O)CN2CCN(c3ccccc3C)CC2)cc1S(=O)(=O)N1CCCC1	0	5	1	1	-3	1.9	14
3	COc1ccccc1S(=O)(=O)N[C@H]1CC[C@H](CCNC(=O)C2CC2)O[C@H]1CO	·	-11	-1	0	-7	1.4	?
4	COc1ccc2cc3cc(C(=O)NCCN4CCc5ccccc5C4)sc3nc2c1	·	-5	-4	1	-1	1.3	-1
5	CCOC(=O)C1CCCN(C(=O)c2ccc(N(C)C)cc2)CC1 (configuration not stated)	-3	-3	-2	-2	·	4.0	4
6	COc1cc(/C=N\NC(=O)c2ccc(Cl)cc2)ccc1Oc1ccc([N+](=O)[O-])cn1	·	0	-1	3	-1	2.4	?
7	COc1ccc(OC)c(/C=C/C(=O)Nc2ccc(OC)nc2)c1	·	-2	-2	4	-1	0.3	·
8	COc1cccc2c(=O)cc(C)n(CC(=O)Nc3cccc(C)c3)c12	-5	0	6	-9	-4	3.3	-1
9	COCCNC(=O)C1CCCN(C(=O)c2ccc(F)c(C)c2)CC1 (configuration not stated)	-2	5	1	-1	·	2.3	7
